Bioassay records as filed in PubChem.
Lipid storage S3 – qHTS Assay for Lipid Storage Modulators in Drosophila S3 Cells; Drosophila S3 cells, BODIPY lipid droplet fluorescence, 18-24 h; cells fed with added oleic acid; lipid storage change, negative = inhibition, % at the top dose, mostly 46.1 µM; hits show Potency in µM; 320,000 tested, 0.64% active; active = well fitted inhibition curve with a large enough effect in the signal ratio, with a control signal flat, not every such curve was filed as active; inconclusive = small, poorly fitted or top-dose-only effect, or effect the other way, or a change in a side signal; the % refers to the signal ratio
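Drosophila S3 cells loaded with oleic acid (400 uM, as added) and compounds at several concentrations; lipid droplets imaged by 488-nm laser-scanning cytometry, 500–530 nm intensity and object ratio to cell channel. Percent activity normalized to 20 uM Triacsin C.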
Lipid storage S3 cell count max – recorded beside Lipid storage S3, whose call it bears; cell number change, %; measured here: cell count max response;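 cells counted by Cell Tracker Red CMTPX staining in the red channel; peak over a dose series mostly up to 46.1 µM; percent activity relative to internal control wells on each plate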
The depositor's hits bear a star; i = inactive; ? = inconclusive; . = not tested or not shown. % is set by controls: 0 for no effect and ±100 for the full control effect; potency is the fitted concentration of half-maximal effect. This is a subset; rates above refer to the full screens.

Below each compound – Lipid storage S3 | Lipid storage S3 cell count max
> Cc1c(Cl)ccc2c(C(=O)NC(C)c3ccncc3)cc(-c3ccncc3)nc12 (centres undefined)
    ? | .
> Nc1c(N(CCC2=CCCCC2)C(=O)C2CC2)c(=O)[nH]c(=O)n1Cc1ccccc1
    -4.3% | 10.2
> Cc1ccc(C(=O)OCC(=O)Nc2ccc(S(N)(=O)=O)cc2)c(O)c1
    13.6% | -6.9
> S=C(Nc1ccc(Cl)c(Cl)c1)NC1CCCCC1
    ? | .
> Cc1c(/C=N/NC(=O)CNc2ccccc2)c2ccccn2c1C(=O)c1ccc(Cl)cc1
    -8.0% | -13.1
> COc1ccc2c(C)cc(SCC(=O)NCC3CCCO3)nc2c1 (centres undefined)
    ? | .
> Cc1ccc(N(C(=O)c2ccco2)C(C(=O)NC2CCCC2)c2cccnc2)cc1 (centres undefined)
    i | 26.1
> Cc1occc1C(=O)N/N=C/C1=C(N2CCOCC2)C(=C\c2ccc(Cl)cc2Cl)/CC1
    ? | .
> CC(C)CS(=O)(=O)C1=NSC2=NC(=O)/C(=C\c3ccc(OC(=O)c4ccco4)cc3)C(=N)N21
    ? | .
> Cc1ccc(NC(=O)Nc2cc(C)on2)cc1
    8.2% | 11.3
> CCCCCCc1nc2ccccc2c(=O)n1NC(=O)c1c(O)c2c(n(CC(C)C)c1=O)CCCC2
    -29.4% | -20.2
> Cc1cccc(N(CC(=O)Nc2c(C)n(C)n(-c3ccccc3)c2=O)S(C)(=O)=O)c1
    ? | .
> COc1cccc(NC(=O)Nc2ccccc2SC)c1
    i | -0.6
> CC(=O)c1cccc(CN2CCCC(N3CCN(c4ccccc4F)CC3)C2)c1 (centres undefined)
    ? | .
> CC(=O)c1ccc(OC(=O)c2cc3ccccc3oc2=O)cc1
    ? | .
> CC[C@H](CO)Nc1nc(Nc2cccc(Cl)c2)c2ncn(C(C)C)c2n1
    ? | .
> Cc1cc(NC(=O)COc2ccccc2C)ccc1NC(=O)c1cccs1
    ? | .
> CC(=O)c1sc(NC(=O)CN2C(=O)C3CCCCC3C2=O)nc1-c1ccccc1 (centres undefined)
    -12.5% | -11.0
> Cc1c(-n2cc(C(=O)c3cc(F)ccc3O)cc(C#N)c2=O)c(=O)n(-c2ccccc2)n1C
    -2.3% | .
> CS(=O)(=O)NCCSCc1ccccc1
    ? | .
> COc1ccc2[nH]c(C(=O)NCCN3CCOCC3)cc2c1
    -3.6% | 14.4
> Cc1ccc(-c2nc3c(c(=O)c4ccccc4n3C)c(=O)n2Cc2ccco2)cc1
    -1.7% | 6.8
> Cc1ccc(C(=O)C[n+]2cc(-c3ccccc3)n3c2CCCCC3)cc1
    ? | -28.0
> CCOC(=O)c1nnn(CC(=O)Nc2cccc(OC)c2)c1C(=O)OCC
    2.4% | -22.6
> Cc1ccc2c(c1)c1c3n2CCN=C3CCC1
    ? | .
> COc1ccc(Br)cc1C(=O)N/N=C/c1ccc([N+](=O)[O-])cc1
    ? | .
> CC(OC(=O)Cc1ccc(Br)cc1)C(=O)NC1CCCCC1C (centres undefined)
    -22.8% | 5.3
> CC(=O)/C(N=Nc1cc2c(cc1[N+](=O)[O-])OCCO2)=C(\C)O
    i | .
> COc1ccc(C(=O)Nc2ccc(S(=O)(=O)Nc3cnc4ccccc4n3)cc2)cc1
    ? | .
> CCOC(=O)c1c(C)n(C)c2cc([N+](=O)[O-])c(O)c([N+](=O)[O-])c12
    10.2% | 7.0

Retrieved by compound from the entries so far (seven):
Below each compound – Lipid storage S3 | Lipid storage S3 cell count max
> CCOC(=O)c1c(C)n(C)c2cc([N+](=O)[O-])c(O)c([N+](=O)[O-])c12
    10.2% | 7.0
> CC(C)CS(=O)(=O)C1=NSC2=NC(=O)/C(=C\c3ccc(OC(=O)c4ccco4)cc3)C(=N)N21
    ? | .
> CC(=O)c1cccc(CN2CCCC(N3CCN(c4ccccc4F)CC3)C2)c1 (centres undefined)
    ? | .
> Cc1c(-n2cc(C(=O)c3cc(F)ccc3O)cc(C#N)c2=O)c(=O)n(-c2ccccc2)n1C
    -2.3% | .
> Cc1c(/C=N/NC(=O)CNc2ccccc2)c2ccccn2c1C(=O)c1ccc(Cl)cc1
    -8.0% | -13.1
> Cc1ccc(C(=O)C[n+]2cc(-c3ccccc3)n3c2CCCCC3)cc1
    ? | -28.0
> Cc1cc(NC(=O)COc2ccccc2C)ccc1NC(=O)c1cccs1
    ? | .

Carrying on:
Below each compound – Lipid storage S3 | Lipid storage S3 cell count max
> COc1cc(-c2nc(CN(C)Cc3nnc(C)o3)c(C)o2)ccc1F
    ? | .
> N#CCCSc1nc(N2CCOCC2)c2c(c1C#N)CCCC2
    ? | .
> COc1ccc(C(=O)Nc2ccccc2C(=O)N2CCCCCC2)cc1
    ? | .
> COc1ccccc1Oc1ccc2c(c1)C(=O)N(c1cccc(O)c1)C2=O
    -10.3% | -6.7
> O=C(NCCc1ccc(C(F)(F)F)cc1)c1ccc2c(c1)OCO2
    ? | .
> CCOC(=O)c1c(NC(=S)Nc2ccc(F)cc2)sc2c1CCC2
    ? | .
> Cc1sc(NC(=O)CN2CCN(c3ccccn3)CC2)c(C#N)c1C
    ? | .
> NC(=O)/C(=C\c1cccnc1)NC(=O)c1ccccc1
    -0.1% | 4.4
> CCC(Sc1nnc(-c2ccco2)n1C)C(=O)Nc1nnc(C)s1 (centres undefined)
    ? | .
> CC(OC(=O)/C=C/c1ccc(Br)cc1)C(=O)N1CCOCC1 (centres undefined)
    ? | .
> O=C(CC1C(=O)NCCN1Cc1c(F)cccc1Cl)NC1CCCC1 (centres undefined)
    ? | .
> O=C(COc1cccnc1[N+](=O)[O-])NCc1cccs1
    ? | .
> O=C(NC1CCCN(Cc2ccc(Cl)cc2)C1)C1CCC1 (centres undefined)
    ? | .
> COc1ccc(/C=N/NS(=O)(=O)c2ccc(F)cc2)cc1CN1CCSCC1
    -5.9% | -24.3
> COc1ccc(C(C)=O)cc1CC(=O)N(Cc1ccccc1)c1ccccc1
    i | -3.9
> CCOc1ccc(NS(=O)(=O)c2ccc(C(=O)NC3CCN(Cc4ccccc4)CC3)cc2)cc1
    ? | .
> CCCSc1cc(NCCOC(C)=O)c([N+](=O)[O-])c2nonc12
    11.6% | 9.6
> Cc1cc(C)n2nc(CNS(=O)(=O)c3ccc(F)cc3)nc2n1
    18.0% | 1.7
> CC(C)c1ccc(NC2CCCN(C(=O)CSc3nncn3C)C2)cc1 (centres undefined)
    1.8% | .
> CCn1nnc2cc(C(=O)N(CCOC)CC(=O)Nc3cccc(C)c3C)ccc21
    ? | .
> Cc1c(CCC(=O)NCCCn2ccnc2)c(=O)oc2c(C)c3occ(C(C)(C)C)c3cc12
    ? | .
> O=C1COc2ccc(C(=O)COc3ccc([N+](=O)[O-])cc3)cc2N1
    -1.5% | 10.3
> O=C(NCc1ccc2c(c1)OCO2)c1c(F)c(F)c(F)c(F)c1F
    ? | .
> CCN1CCN(c2nc3c(C)cccn3c(=O)c2/C=C(\C#N)C(=O)NC)CC1
    15.2% | 12.8
> CCOC(=O)c1c(NC(=O)C2CC=CCC2C(=O)O)sc(C)c1CC (centres undefined)
    2.2% | 12.8
> O=C(Nc1ccc(C(=O)N2CCCCC2)cc1)c1ccccc1Cl
    -23.4% | 4.5
> O=C(O)/C=C/c1cccc(OCc2ccccc2)c1
    -0.4% | 9.6
> CC(=O)N1c2ccc(S(=O)(=O)N3CCCC(C(=O)Nc4ccc(C)cc4C)C3)cc2CC1C (centres undefined)
    -15.3% | 14.7
> O=C(CSc1cccc[n+]1[O-])Nc1cccc(S(=O)(=O)NC2=NCCCCC2)c1
    ? | .
> Cc1cc2c(NCCc3ccccc3)ncnc2s1
    ? | .
> COCCN(C(=O)COC(=O)CCSc1ccc(F)cc1)c1c(N)n(Cc2ccccc2)c(=O)[nH]c1=O
    ? | .
> COc1ccccc1CN1C(=O)c2ccncc2C1=O
    -8.0% | 7.6
> CCOC(=O)Cc1csc(NC(=O)CN(C)S(=O)(=O)c2ccc3c(c2)CCC(=O)N3)n1
    i | .
> O=C(CN1C(=O)c2ccccc2C1=O)NCc1ccccn1
    ? | .
> O=C(Nc1ccc(F)cc1)c1cc(S(=O)(=O)N2CCCCC2)cs1
    ? | .
> CC(C)(C)NC(=O)CSc1nc(N)c(-c2ccccc2)c(=O)[nH]1
    15.7% | 2.7
> CC(C(=O)Nc1ncc([N+](=O)[O-])s1)N1C(=O)c2ccccc2S1(=O)=O (centres undefined)
    ? | .
> Cc1ccc(N=Cc2cc(C)n(C3CCCC3)c2C)cc1
    0.0% | -6.3
> COc1ccc(NC2CCCN(C(=O)c3cccc(N(C)C)c3)C2)cc1 (centres undefined)
    ? | .
> NS(=O)(=O)c1ccc(N/N=C/c2ccccc2Br)cc1
    ? | .
> Cc1cccc(N2CCN(C(=O)c3ccnn3C)CC2)c1C
    -1.7% | 6.2
> O=C(O)CC(NC(=O)C(F)(F)F)c1ccc2c(c1)OCO2 (centres undefined)
    ? | .
> COc1ccc(/C=N/n2c(SC)nnc(C(C)(C)C)c2=O)cc1
    -12.0% | 8.6
> Cc1ccc(S(=O)(=O)NCc2n[nH]c(=S)n2C)cc1
    ? | .
> COc1cccc2cc(C(=O)N(C)C3CCN(C)CC3)c(=O)oc12
    -0.4% | 7.2
> CN(C)CCCN(C(=O)c1ccc(S(=O)(=O)N2CCCCCC2)cc1)c1nc2c(F)cccc2s1
    -6.5% | 14.7
> OCCCc1nc2ccccc2[nH]1
    3.3% | -6.5
> O=S(=O)(Nc1cccc(-c2nnco2)c1)c1ccc(F)cc1F
    ? | .
> COCCCNC(=O)/C(C#N)=c1\s/c(=C\c2ccccc2OC(F)F)c(=O)n1CCCOC
    ? | .
> O=C(CSc1nnc(SCc2ccccc2Cl)s1)N/N=C/c1c[nH]c2ccccc12
    ? | .
> O=C(Cn1nnc(-c2ccc(Cl)cc2)n1)NC1CCN(Cc2ccccc2)CC1
    24.7% | -0.5
> CCn1c(SCC(=O)c2ccccc2)nc2c(c1=O)SC(C)C2 (centres undefined)
    i | .
> CC1CCN(c2ccccc2NC(=O)c2ccc(C#N)cc2F)CC1
    ? | .
> Cc1cc(Cl)ccc1OC(C)C(=O)NN=C1CCCCCC1 (centres undefined)
    ? | .
> CCc1ccc2nc(N(CCN(C)C)C(=O)c3ccc4ccccc4c3)sc2c1
    ? | .
> O=C1CCCN1CCC1CCN(C(=S)Nc2ccc(F)cc2)CC1
    ? | .
> Cc1cc(NC(=O)Cc2cccs2)nn1CC(=O)NCc1ccco1
    4.5% | 8.8
> COc1ccc(C)cc1S(=O)(=O)N(C)CC(N)=O
    -22.6% | -6.7
> CCCCCN(C(=O)CCC(=O)OCc1cc(C(C)=O)ccc1OC)c1c(N)n(CCCC)c(=O)[nH]c1=O
    20.1% | 19.1
> CCOc1ccc(N2CC(C(=O)Nc3cccc(S(=O)(=O)N4CCCC4)c3)CC2=O)cc1 (centres undefined)
    ? | .

Further compounds
Below each compound – Lipid storage S3 | Lipid storage S3 cell count max
> CC(=O)Nc1nc(C)nc(-c2ccccc2)c1C(C)=O
    5.2% | -1.9
> COC(=O)c1cc(CN2CCN(c3ccccc3C)CC2)ccc1O
    ? | .
> O=C(NCCCl)Nc1cccc(Br)c1
    -21.4% | 2.7
> COCCn1c(C)cc(C(=O)CN2C(=O)NC3(CCCCCCC3)C2=O)c1C
    11.7% | -1.3
> COc1cccc(N2CCN(c3ncnc4c3cnn4-c3ccc(C)cc3C)CC2)c1
    ? | .
> CCOC(=O)c1sc2c(c1C)C(c1cccs1)C1=C(CCCC1=O)N2 (centres undefined)
    ? | .
> COc1ccc(N2CCN(S(=O)(=O)c3ccc(C(=O)NC4CCCC4)cc3)CC2)cc1
    7.0% | 9.6
> C/C(=N\NC(=O)CSc1nc2ccccc2o1)c1ccc(O)cc1
    ? | .
> CCCC1(c2ccccc2)NC(=O)N(CC(=O)NCc2ccc(OC)cc2)C1=O (centres undefined)
    ? | .
> O=C(CCC1CCCN(C(=O)c2cccnc2)C1)NCc1ccccc1F (centres undefined)
    ? | .
> O=C(NCCc1cnc[nH]1)Nc1cccc(C(F)(F)F)c1
    ? | .
> CCOC(=O)C1(Cc2cccc(F)c2)CCN(C(=O)Cn2cnnn2)CC1
    ? | .
> O=[n+]1cc(-c2ccc(Cl)cc2)n([O-])c2c1CCCCC2
    ? | .
> Cc1c(C#N)c(NC(=O)c2ccccc2)n(Cc2ccccc2)c1C
    -0.7% | .
> COc1ccccc1NC(=O)C(C)Sc1nc2ccccc2c(=O)n1CC1CCCO1 (centres undefined)
    -1.2% | .
> Fc1ccc(N2CCN(Cc3cnc(N4CCOCC4)s3)CC2)cc1
    ? | .
> O=C(Nc1ccc(S(=O)(=O)Nc2ncccn2)cc1)c1ccccc1NS(=O)(=O)c1ccc(Cl)cc1
    5.1% | -2.8
> CCOC(=O)c1cn(-c2nc(-c3ccc(Cl)c(Cl)c3)cs2)c2c(F)c(N3CCOCC3)c(F)cc2c1=O
    -3.6% | 2.2
> Cc1ccccc1NC(=O)c1c(Cl)nc(C)c(Cl)c1C
    6.1% | -0.1
> Cc1ccc2nc(NCCc3ccc(Cl)cc3)c3nncn3c2c1
    10.5% | 21.5
> NS(=O)(=O)c1ccc(CCNC(=O)CCCn2c(SCC(=O)N3CCCC3)nc3ccsc3c2=O)cc1
    -3.3% | 1.1
> O=C(Nc1ccccc1)C1=C[C@H](C2CCCCC2)C[C@H](OCc2ccc(CO)cc2)O1
    8.9% | 7.8
> COc1cccc(CNC(=O)CCCNS(=O)(=O)c2cccs2)c1
    -4.2% | -2.4
> c1ccc(SCc2nc3ccccc3[nH]2)nc1
    ? | .
> Cc1cccc2[nH]c(CCNC(=O)C3CCC(=O)N(CCc4cccc(F)c4)C3)nc12 (centres undefined)
    i | 20.0
